Screening data (PubChem BioAssay)
sEH activator – increases human soluble epoxide hydrolase activity; purified human sEH enzymatic activity, activator screen; 91,000 tested, 0.04% active; P34913; AID 717; activation, % at 2 µM; in the data active = activation above about 37%; also: values of inactives mirror those of a sister screen read the other way
Target sequence (P34913 whole entry, looked up): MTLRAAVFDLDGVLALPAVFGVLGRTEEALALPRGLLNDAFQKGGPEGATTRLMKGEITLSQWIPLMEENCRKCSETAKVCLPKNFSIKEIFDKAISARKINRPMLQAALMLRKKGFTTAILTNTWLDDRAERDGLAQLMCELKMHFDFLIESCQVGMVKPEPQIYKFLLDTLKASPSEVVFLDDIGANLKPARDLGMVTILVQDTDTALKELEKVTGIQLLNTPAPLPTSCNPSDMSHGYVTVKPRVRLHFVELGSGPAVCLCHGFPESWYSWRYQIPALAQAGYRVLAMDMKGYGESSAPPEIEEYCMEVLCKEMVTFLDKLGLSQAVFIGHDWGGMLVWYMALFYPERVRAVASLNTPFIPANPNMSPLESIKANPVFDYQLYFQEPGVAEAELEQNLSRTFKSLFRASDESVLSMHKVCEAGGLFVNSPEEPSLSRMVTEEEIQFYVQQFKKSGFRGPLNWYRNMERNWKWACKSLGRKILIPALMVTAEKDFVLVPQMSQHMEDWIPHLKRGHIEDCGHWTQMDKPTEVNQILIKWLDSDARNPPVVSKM
PostGolgi ctrl – growth of the yeast control strain, post-Golgi counter-screen. inhibition, % at 10 µM. 98,000 tested, 5% active. efflux-deficient yeast background strain, growth absorbance A615, 16 h; in the data active = inhibition above about 30%
S1P2 antag – blocks the human S1P2 receptor; O95136; 97,000 tested, 0.21% active; cell-based S1P2 antagonist assay, inhibition at 5 uM; inhibition, % at 5 µM; AID 736; in the data active = inhibition above about 45%;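 also: CRE beta-lactamase reporter cells expressing human S1P2 stimulated with S1P; 0% = agonist at EC80 alone and 100% = agonist plus reference antagonist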
Target sequence (O95136 whole entry, looked up): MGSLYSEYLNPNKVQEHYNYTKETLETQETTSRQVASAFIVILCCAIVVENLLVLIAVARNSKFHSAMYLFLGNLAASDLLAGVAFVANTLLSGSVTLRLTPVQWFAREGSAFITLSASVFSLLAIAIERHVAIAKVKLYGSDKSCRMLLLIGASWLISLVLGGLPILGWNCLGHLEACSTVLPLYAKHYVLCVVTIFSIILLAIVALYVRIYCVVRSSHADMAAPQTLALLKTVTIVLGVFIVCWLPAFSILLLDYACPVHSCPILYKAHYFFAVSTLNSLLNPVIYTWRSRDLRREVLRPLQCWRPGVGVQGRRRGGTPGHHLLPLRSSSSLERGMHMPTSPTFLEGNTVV
Fibroblast inh – blocks proliferation of human lung fibroblasts. LL 47 human lung fibroblast viability, ATP luminescence; stronger effect = lower value. viability, % at 10 µM. 85,000 tested, 1.1% active. AID 719;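 active = viability at or below 50% in the single dose screen; inactive = viability above 50%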;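 also: compound exposure lasted 72 h before the ATP readout; 100% = median luminescence of untreated cell-only wells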
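Times – overnight cell rest, 72 h compound treatment at 37 °C · Test system – human lung fibroblast line LL 47, low passage · Amount – 1,150 cells in each well · Controls – cell-only wells, no compound · Doses – 0.1% DMSO in all compound wells · Measured by – CellTiter-Glo luminescence · Buffer or medium – IMEM plus 15% FBS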
S1P2 ag – S1P2 (human) receptor agonism; O95136; S1P2-expressing cell line, agonist reporter read-out; activation, % at 4.5 µM; 97,000 tested, 0.46% active; AID 729; in the data active = activation above about 16%;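 also: 0% = vehicle low control and 100% = maximal reference agonist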
sEH inh – blocks human soluble epoxide hydrolase activity. P34913. recombinant human sEH enzymatic activity assay. inhibition, % at 2 µM. 91,000 tested, 0.34% active. AID 707; in the data active = inhibition above about 80%; also: values of inactives mirror those of a sister screen read the other way; many of its hits are not listed in these tables
PTPN22 act – activators of human LYP (PTPN22) phosphatase | Q9Y2R2 | recombinant LYP, DiFMUP fluorescence; 0 = plate median, 100 = signal doubled | activation, % at 2 µM | 96,000 tested, 0.11% active | AID 697;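 active = activation at 2 µM above a set limit, the mean plus 5 SD, cut at about 37% in these data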
H69AR growth 86K – growth inhibitors of human H69AR lung tumor cells; H69AR lung tumor viability, ATP luminescence, 72 h; stronger effect = lower value; viability, % at 10 µM; 85,000 tested, 6% active; AID 598;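 active = viability at or below 40%; inactive = viability above 40%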;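 also: multidrug resistant small cell line overexpressing MRP-1 efflux transporter; 100% = mean luminescence of untreated control wells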
HUVEC prolif 384 – human endothelial cell proliferation inhibition; HUVEC proliferation, CellTiter-Glo luminescence, 72 h; stronger effect = lower value; viability, % at 10 µM (by protocol); 86,000 tested, 1.1% active;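 active = viability at or below 30%; inactive = viability above 30%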;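 also: 100% = median luminescence of DMSO-only cell control wells on each plate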
* marks the source's active call; other numbers are inactive results; x = no result given. A portion of the library, so the mix of outcomes need not match the whole.

| No. | compound | sEH activator | PostGolgi ctrl | S1P2 antag | Fibroblast inh | S1P2 ag | sEH inh | PTPN22 act | H69AR growth 86K | HUVEC prolif 384 |
| --- | --- | --- | --- | --- | --- | --- | --- | --- | --- | --- |
| 1 | Cc1nn(Cc2ccc(Cl)c(Cl)c2)c(C)c1NC(=O)c1cn(-c2ccccc2)nc1-c1ccccc1 | -1 | 2 | 17 | x | -4 | 2 | -7 | x | x |
| 2 | O=c1sc2ccccc2n1CCOc1ccccc1 | -6 | 9 | 11 | 88 | -3 | 4 | 1 | 91 | 86 |
| 3 | CC(C)(C)NC(=O)C(OC(=O)Cn1nnc(-c2ccc(F)cc2)n1)c1ccncc1 (configuration not stated) | -1 | 9 | 18 | 89 | -4 | 1 | -7 | 94 | 86 |
| 4 | Cc1cc(=O)n2ncnc2n1COCCO | -9 | 6 | -2 | 104 | -4 | 9 | 10 | 98 | 104 |
| 5 | CCOC(=O)Cc1cc(=O)n2[nH]c(C)c(-c3ccccc3)c2n1 | 0 | 26 | 3 | 89 | -4 | 0 | 3 | 73 | 82 |
| 6 | CC1CCCC(NC(=O)COC(=O)c2ccc3ccccc3n2)C1C (configuration not stated) | -6 | 4 | -7 | 89 | -6 | 8 | -2 | 90 | 91 |
| 7 | COC(=O)C(F)(F)Sc1c(C)[nH]c2ccccc12 | -2 | 1 | -4 | 94 | -1 | 4 | 6 | 103 | 97 |
| 8 | CC1CCCCC1NC(=O)c1cc2c(s1)CS(=O)(=O)C2 (configuration not stated) | x | 2 | x | 97 | x | x | x | 96 | 89 |
| 9 | Cc1cccc(NC(=O)CSc2nnc(CCCCCNC(=O)OC(C)(C)C)o2)c1C | -13 | 1 | 17 | 100 | -9 | 14 | -4 | 86 | 109 |
| 10 | O=C(NN=C1c2ccccc2-c2ccccc21)c1ccccn1 | 10 | 20 | 2 | x | -8 | -9 | 14 | x | x |
| 11 | CCOC(=O)C(CCCOc1ccc(C)cc1)C(=O)OCC | 0 | 5 | 10 | 103 | -4 | -2 | 8 | 98 | 91 |
| 12 | COCCN(C(=O)Cc1cccs1)C(C(=O)NCc1ccc(OC)cc1)c1ccccc1 (configuration not stated) | -2 | 12 | -5 | x | -2 | 4 | 3 | x | x |
| 13 | CCC(C)Sc1nc2ccccc2n1CC(=O)O (configuration not stated) | 1 | 8 | 1 | 89 | -2 | 2 | -1 | 100 | 93 |
| 14 | O=C(Cn1cnc2ccccc2c1=O)Nc1ccc2c(c1)OCCO2 | x | -5 | 4 | 101 | -4 | x | 5 | 99 | 94 |
| 15 | CC(C)C(=O)N=c1sc2cc(F)cc(F)c2n1C | x | 15 | 0 | 101 | 1 | x | x | 91 | 92 |
| 16 | CC(C)c1ccccc1-n1c(SCC(=O)N2CCN(c3ccccc3)CC2)nnc1-c1cccnc1 | 8 | 24 | -7 | 60 | -5 | -5 | -2 | 51 | 81 |
| 17 | Cc1ccc(C)c(NC(=O)C2(C)CC3c4ccccc4C2c2ccccc23)c1 (configuration not stated) | 10 | -6 | 23 | x | -7 | -13 | -5 | x | x |
| 18 | Cc1ccc(-c2nc(CSCC(=O)NCCN3CCN(Cc4ccccc4)CC3)c(C)o2)cc1 | 26 | 38* | 47* | x | -6 | -25 | -1 | 66 | 80 |
| 19 | Cc1ccoc1C(=O)Nc1ccc(CC(=O)O)cc1 | 6 | 7 | 3 | 99 | 0 | -4 | 0 | 90 | 96 |
| 20 | CCOC(=O)C1=C(C)NC(=O)NC1c1cccnc1 (configuration not stated) | -3 | 2 | 13 | 99 | -6 | 3 | -2 | 109 | 84 |
| 21 | NCC12CC3CC(CC(O)(C3)C1)C2 | -11 | -10 | 2 | 96 | 0 | 7 | 0 | 94 | 89 |
| 22 | O=C(Oc1ccc2c(c1)OCO2)c1ccc(Br)c(S(=O)(=O)N2CCOCC2)c1 | 3 | 11 | -14 | 104 | -4 | 2 | 8 | 84 | 79 |
| 23 | O=C(CC(c1ccccc1O)N1CCCCC1)N1CCCCC1 (configuration not stated) | -20 | 11 | 24 | x | -9 | 19 | 2 | x | x |
| 24 | Cc1cc(NC(=O)c2cc(-c3ccccc3)on2)n(-c2ccccc2)n1 | 5 | 1 | 2 | 94 | 0 | -5 | 0 | 86 | 91 |
| 25 | COC(=O)CSc1nc2cc3c(cc2cc1C#N)OCO3 | 21 | -5 | -4 | 97 | -2 | -21 | 1 | 77 | 96 |
| 26 | CCOc1ccc2[nH]c(=O)c(CN(CCOC)C(=O)N3CCOCC3)cc2c1 | 7 | 5 | -4 | 96 | -4 | -5 | 4 | 93 | 102 |
| 27 | COc1ccc(S(=O)(=O)N2CCC(C(=O)N3CCc4ccccc4C3)CC2)cc1C | 12 | 16 | -2 | 93 | 0 | -11 | -3 | 67 | 91 |
| 28 | COC(=O)c1ccc(S(=O)(=O)NCc2cccc(OC)c2)n1C | 10 | 13 | 9 | 104 | -4 | -10 | -6 | 86 | 99 |
| 29 | COc1cc(C=O)ccc1OCCOCCOc1ccc(Cl)cc1 | 4 | 4 | -2 | x | -4 | -2 | 3 | x | x |
| 30 | Cc1ccc(C)c(NC(=O)c2ccccc2O)c1 | -3 | 10 | 0 | 97 | -8 | 3 | 4 | 19* | 81 |
| 31 | O=C(O)c1cc2c(ccc3ccccc32)[nH]1 | 8 | 8 | -13 | 94 | -6 | -8 | -6 | 95 | 88 |
| 32 | Cc1cccc(OCCCC(=O)Nc2ccc(N3CCCCC3)cc2)c1C | -23 | -1 | 10 | x | -8 | 25 | -8 | x | x |
| 33 | COc1ccc(C2C(C(C)=O)=C(C)N=c3s/c(=C\c4cc(C)n(C)c4C)c(=O)n32)c(OC)c1 (configuration not stated) | -9 | 14 | 14 | 93 | -7 | 10 | -6 | 82 | 94 |
| 34 | CCOC(=O)C1CCN(Cc2ccc(F)c(F)c2)CC1 | 9 | -1 | 16 | 101 | 1 | -9 | 4 | 99 | 90 |
| 35 | COc1ccccc1CNC(=O)CCc1nc2ccccc2c(=O)[nH]1 | 1 | -2 | -41 | 95 | -5 | 0 | 4 | 96 | 91 |
| 36 | COC(=O)c1ccc(CSCC(=O)Nc2cc(OC)cc(OC)c2)o1 | 10 | 3 | 8 | 96 | -2 | -11 | 12 | 85 | 87 |
| 37 | COc1ccc(NC(=O)CCN2CCCC2)c(OC)c1 | 3 | x | -7 | 104 | -4 | -3 | -6 | 95 | 102 |
| 38 | COc1ccccc1OCCn1c(CO)nc2ccccc21 | x | 4 | -4 | 103 | -6 | x | -6 | 101 | 98 |
| 39 | O=C(NCCCN1CCOCC1)c1cc(-c2ccc(Cl)cc2)on1 | 5 | 8 | 11 | 104 | -10 | -5 | 17 | 98 | 96 |
| 40 | CCSc1nnc(-c2cc3c(s2)-c2ccccc2CC3)o1 | 25 | 9 | 13 | x | -3 | -23 | -4 | x | x |
| 41 | O=C1CSC(=Nc2cc(Cl)ccc2Cl)N1 | 4 | 14 | -1 | 94 | -7 | -3 | 4 | 93 | 105 |
| 42 | Cc1cc(C)c2c(n1)SCC(=O)N2CC(=O)NCCC1=CCCCC1 | x | 3 | x | 98 | x | x | x | 95 | 96 |
| 43 | CCN=c1sc2ccccc2n1CC(O)COc1ccccc1 (configuration not stated) | 3 | 25 | 0 | 94 | -2 | -4 | -8 | 68 | 104 |
| 44 | Cc1ccc(NC(=S)N2CCC(N(C)CC3CCCO3)CC2)c(C)c1 (configuration not stated) | 7 | 8 | 12 | 99 | -3 | -7 | -4 | 99 | 100 |
| 45 | O=[N+]([O-])c1ccc(NC(=S)N/C(=N/CS(=O)(=O)c2ccccc2)c2ccccc2)cc1 | -3 | 3 | 18 | 97 | -11 | 6 | -12 | 61 | 88 |
| 46 | CCC1CCCCN1C(=O)Nc1ccc(F)cc1 (configuration not stated) | -21 | 3 | -22 | 97 | -2 | 19 | 6 | 87 | 94 |
| 47 | O=C(O)c1ccccc1-c1ccc(/C=c2\sc3nc4cc(Br)cnc4n3c2=O)o1 | 4 | 21 | 13 | x | -6 | -4 | -1 | x | x |
| 48 | CCCc1nc(N)c(C#N)c(-c2ccco2)c1CC | -4 | 26 | -42 | 94 | 5 | 2 | -2 | 42 | 70 |
| 49 | O=C(NCC1(c2ccccc2)CCCC1)c1cccc(Br)c1 | 2 | 29 | 0 | x | -3 | -2 | -14 | x | x |
| 50 | Cc1ccc(S(=O)(=O)Nc2nncs2)cc1 | 10 | 20 | 1 | 106 | -5 | -12 | 6 | 97 | 94 |

3 structures from above, ordered by length of the SMILES, descending.
| No. | compound | sEH activator | PostGolgi ctrl | S1P2 antag | Fibroblast inh | S1P2 ag | sEH inh | PTPN22 act | H69AR growth 86K | HUVEC prolif 384 |
| --- | --- | --- | --- | --- | --- | --- | --- | --- | --- | --- |
| 47 | O=C(O)c1ccccc1-c1ccc(/C=c2\sc3nc4cc(Br)cnc4n3c2=O)o1 | 4 | 21 | 13 | x | -6 | -4 | -1 | x | x |
| 31 | O=C(O)c1cc2c(ccc3ccccc32)[nH]1 | 8 | 8 | -13 | 94 | -6 | -8 | -6 | 95 | 88 |
| 41 | O=C1CSC(=Nc2cc(Cl)ccc2Cl)N1 | 4 | 14 | -1 | 94 | -7 | -3 | 4 | 93 | 105 |

More results:
| No. | compound | sEH activator | PostGolgi ctrl | S1P2 antag | Fibroblast inh | S1P2 ag | sEH inh | PTPN22 act | H69AR growth 86K | HUVEC prolif 384 |
| --- | --- | --- | --- | --- | --- | --- | --- | --- | --- | --- |
| 51 | COC(=O)c1cc(NC(=O)c2c(Cl)nc3sccn23)cc(C(=O)OC)c1 | -2 | 7 | -15 | 6.7* | 0 | 2 | -11 | 36* | 68 |
| 52 | CCN(CC)C(=O)c1cc2c(=O)oc3ccccc3c2s1 | -6 | x | -25 | 96 | -2 | 7 | -6 | 102 | 109 |
| 53 | CC(C)(C)C(=O)/C=C(N)/C=C/c1ccccc1 | -3 | 33* | -7 | 94 | -6 | 3 | 6 | 87 | 110 |
| 54 | O=C(Nc1cc(N2CCOCC2)ncn1)Nc1cccc2ccccc12 | -9 | 8 | -15 | 97 | -5 | 8 | -3 | 32* | 75 |
| 55 | Oc1ccccc1CNc1ncc(Br)cc1Br | -6 | 12 | -3 | 95 | -9 | 9 | 0 | 73 | 86 |

Of the compounds above, 5 have fluorine.
| No. | compound | sEH activator | PostGolgi ctrl | S1P2 antag | Fibroblast inh | S1P2 ag | sEH inh | PTPN22 act | H69AR growth 86K | HUVEC prolif 384 |
| --- | --- | --- | --- | --- | --- | --- | --- | --- | --- | --- |
| 3 | CC(C)(C)NC(=O)C(OC(=O)Cn1nnc(-c2ccc(F)cc2)n1)c1ccncc1 (configuration not stated) | -1 | 9 | 18 | 89 | -4 | 1 | -7 | 94 | 86 |
| 7 | COC(=O)C(F)(F)Sc1c(C)[nH]c2ccccc12 | -2 | 1 | -4 | 94 | -1 | 4 | 6 | 103 | 97 |
| 15 | CC(C)C(=O)N=c1sc2cc(F)cc(F)c2n1C | x | 15 | 0 | 101 | 1 | x | x | 91 | 92 |
| 34 | CCOC(=O)C1CCN(Cc2ccc(F)c(F)c2)CC1 | 9 | -1 | 16 | 101 | 1 | -9 | 4 | 99 | 90 |
| 46 | CCC1CCCCN1C(=O)Nc1ccc(F)cc1 (configuration not stated) | -21 | 3 | -22 | 97 | -2 | 19 | 6 | 87 | 94 |

Taken from above.
In HUVEC prolif 384, entry 51 has 68
In S1P2 ag, entry 53 has -6
